# FadD28 binding = inhibitors of FadD28 bisubstrate probe binding, primary screen, biochemical, fluorescence polarization, single point; Mycobacterium tuberculosis FadD28 fatty-acid-AMP ligase; inhibition, % at 12.5 µM; actives 0.22% (n = 360,000); AID 588549, 2011; in the data active = inhibition above about 8.5%, passing the limit was not always enough
# PfHsp40 yeast = rescue of yeast from PfHsp40 toxicity, primary screen, S. cerevisiae, ATP luminescence; S. cerevisiae expressing PfHsp40, growth rescue; growth rescue, % at 12.5 µM; actives 0.68% (n = 340,000); AID 504582, 2011; in the data active = growth rescue above about 28%, passing the limit was not always enough;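 also: yeast W303a lacking pdr1 and pdr3 grown in galactose medium; growth measured after three days at 30 °C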
# Yp Topo-I inh = Yersinia pestis topoisomerase I inhibitors, primary screen, biochemical, cleavage product accumulation, plate reader, single point; Y. pestis Topo-I cleavage product accumulation; activity, % at 10 µM; actives 0.064% (n = 360,000); in the data active = activity above about 50%, passing the limit was not always enough; also: inactives centre near 2
# UGM FP inh = M. tuberculosis UGM enzyme inhibitors, primary screen, biochemical, fluorescence polarization, single point | purified UGM, fluorescence polarization probe displacement | actives 0.06% (n = 320,000) | inhibition, % at 10 µM; in the data active = inhibition above about 10%, passing the limit was not always enough
# Target sequence (P9WIQ1 whole entry, looked up): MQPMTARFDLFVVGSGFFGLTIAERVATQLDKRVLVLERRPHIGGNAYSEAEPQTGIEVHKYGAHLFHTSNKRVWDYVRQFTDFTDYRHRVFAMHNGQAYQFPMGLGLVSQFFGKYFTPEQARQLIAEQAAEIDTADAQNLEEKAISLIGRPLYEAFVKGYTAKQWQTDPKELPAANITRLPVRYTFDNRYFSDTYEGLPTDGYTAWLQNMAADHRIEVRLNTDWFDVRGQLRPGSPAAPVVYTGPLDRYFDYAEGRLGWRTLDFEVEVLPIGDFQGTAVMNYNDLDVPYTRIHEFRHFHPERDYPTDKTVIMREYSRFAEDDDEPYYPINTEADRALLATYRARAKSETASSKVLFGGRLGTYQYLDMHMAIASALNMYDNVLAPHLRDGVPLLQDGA
# BH1578 lux ind = inducers of Vibrio cholerae quorum light production without autoinducers, primary screen, BH1578 luxS cqsA deficient, single point. V. cholerae BH1578 lux reporter, luminescence, 6 h. activation, % at 18.7 µM. actives 0.16% (n = 350,000); in the data active = activation mostly above about 9.7%, no sharp cut-off; also: not every result past the cut was called active; inactives centre near 0; reference of the scale not given here
# TcdB inh = TcdB glycohydrolase inhibitors, primary screen, biochemical, single point, plate reader. TcdB glycohydrolase enzymatic assay. inhibition, % at 9.99 µM. actives 0.24% (n = 350,000). AID 652162, 2013; in the data active = inhibition above about 10%
# FBA Mtb inh = Mtb FBA enzyme inhibitors, primary screen, biochemical, fluorescence, strain H37Rv; Fructose-bisphosphate aldolase (Mycobacterium tuberculosis (strain ATCC 25618 / H37Rv)), …; purified M. tuberculosis FBA, fluorescence read-out; inhibition, % at 1 µM; actives 2.3% (n = 360,000); AID 588726, 2011; in the data active = inhibition above about 27%;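 also: 0% = vehicle and 100% = reference inhibitor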
# Target sequence (P9WQA3 whole entry, looked up): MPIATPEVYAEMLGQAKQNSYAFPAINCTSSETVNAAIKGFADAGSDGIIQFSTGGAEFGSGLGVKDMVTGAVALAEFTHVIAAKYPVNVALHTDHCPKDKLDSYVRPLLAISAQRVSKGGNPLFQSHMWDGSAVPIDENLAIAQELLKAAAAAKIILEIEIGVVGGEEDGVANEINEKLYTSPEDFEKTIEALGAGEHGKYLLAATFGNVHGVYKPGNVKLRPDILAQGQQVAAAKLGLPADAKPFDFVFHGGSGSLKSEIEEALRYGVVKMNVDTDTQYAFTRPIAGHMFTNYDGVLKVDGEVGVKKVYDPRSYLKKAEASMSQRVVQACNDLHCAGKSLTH
# GDH-TPI counter = GDH-TPI coupling enzyme inhibitors, primary screen, artefact control for M. tuberculosis FBA inhibitor project, biochemical, absorbance, full deck. GDH-TPI coupled enzyme counterscreen, NADH absorbance. AID 588335, 2011. actives 1.2% (n = 360,000). inhibition, % at 4.8 µM; in the data active = inhibition above about 30%;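 also: 0% = DMSO wells and 100% = wells lacking the enzyme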
# BioA inh = M. tuberculosis BioA enzyme inhibitors, primary screen, biochemical, plate reader, single point, HTS; 7,8-diaminopelargonic acid synthase BioA (Mycobacterium tuberculosis); purified M. tuberculosis BioA enzyme; inhibition, % at 9.99 µM; actives 0.096% (n = 360,000); AID 602481, 2012; in the data active = inhibition above about 40%
# * = called active by the depositor; i = inactive; . = not tested or not shown.
item	SMILES	FadD28 binding	PfHsp40 yeast	Yp Topo-I inh	UGM FP inh	BH1578 lux ind	TcdB inh	FBA Mtb inh	GDH-TPI counter	BioA inh
1	O=C(COc1ccc(Cl)c(Cl)c1)NN1C(=O)C2C(C1=O)C1C=CC2C12CC2 (stereo not drawn)	-0.9	0.2	-7.9	0.2	0.8	0.6	0.3	-1.6	-0.2
2	CC(=O)c1ccc(N2CCN(C(=S)Nc3ccc(Cl)c(Cl)c3)CC2)cc1	-4.2	12.5	0.6	1.2	-0.9	0.0	1.7	6.3	.
3	CCOc1ccccc1-n1c(O)c(C=NCCCn2ccnc2)c(=O)[nH]c1=O	-0.7	0.2	-0.5	-1.3	-0.2	2.4	2.0	2.0	-0.6
4	O=C(NCCc1ccccc1)c1ccc2nc3cc(Cl)ccc3c(=O)n2c1	2.2	-2.0	6.5	0.1	i	0.3	1.5	2.2	.
5	COc1ccc(OCC(=O)Nc2ccc3c(c2)OCO3)cc1	-2.0	0.0	-4.2	1.4	i	1.7	4.5	-3.0	1.6
6	NC1CCCCC1N=Cc1c(O)n(CCc2ccc(F)cc2)c(=O)[nH]c1=O (stereo not drawn)	-0.9	1.1	-7.0	.	-33.3	.	5.0	-0.9	-3.1
7	COc1ccccc1CCNC(=O)c1cccc(S(=O)(=O)NCc2ccccc2)c1	-2.7	0.1	21.1	-0.8	-2.4	-5.5	-1.6	3.5	.
8	COc1ccc(S(=O)(=O)NC2CC(=O)N(c3ccc(C)c(C)c3)C2)cc1C (stereo not drawn)	-1.1	0.2	21.0	2.9	-0.3	-0.4	3.8	8.8	-2.5
9	O=C(O)c1cc2cc(OCc3ccccc3)ccc2[nH]1	0.5	0.6	-4.8	0.9	i	.	38.6*	4.0	-1.4
10	CCOC(=O)c1cc2c3ccccc3n(CC)c2nc1N	-0.6	-2.3	-7.8	-1.1	i	.	36.5*	15.4	.
11	CCC(=O)Oc1ccc2c(c1)O/C(=C\c1ccco1)C2=O	-0.5	0.9	-3.1	2.8	-0.4	0.0	-5.0	16.1	-20.8
12	O=C1CC(NCCN2CCOCC2)C(=O)N1Cc1ccc(N2CCCC2=O)cc1 (stereo not drawn)	-2.5	3.1	2.7	-2.0	-0.5	.	-0.5	6.2	-1.4
13	O=C(COC(=O)CCS(=O)(=O)c1ccccc1)Nc1cc(S(=O)(=O)N2CCCCC2)ccc1Cl	-1.1	0.2	17.6	1.9	i	2.5	1.5	-1.4	-2.7
14	C[N+](C)(C)CC(=O)N/N=C/c1c2ccccc2cc2ccccc12	-0.4	0.0	2.8	-5.8	i	3.0	-0.2	4.3	0.0
15	CCOCCCNc1ccc(N2C(=O)CCCC2=O)cc1[N+](=O)[O-]	-0.7	-1.0	-5.9	0.4	i	-0.1	-6.0	11.3	-0.8
16	COc1ccc(OC)c(N(CC(=O)Nc2ccccc2C(=O)NCc2ccco2)S(C)(=O)=O)c1	1.1	1.4	9.4	0.3	-0.3	.	1.9	14.3	1.4
17	O=C1CCc2ccc(OCCCCN3CCN(c4cccc(Cl)c4Cl)CC3)cc2N1	0.1	0.3	6.0	-0.1	i	0.1	5.0	6.7	-2.0
18	Cc1ccccc1N=C1C(=O)Nc2ccccc21	-1.8	1.3	-2.0	.	.	0.6	1.2	-7.8	.
19	CN(CC(=O)O)S(=O)(=O)/C=C/c1ccccc1	-1.9	-1.6	1.5	2.5	i	0.5	2.0	-1.8	.
20	Cc1ccc(OCCCCN2CCc3ccccc3C2)cc1	0.0	0.3	26.8	2.8	-2.4	-0.1	-1.1	0.8	0.4
21	O=C(N/N=C/c1c(Cl)nc2ccccn2c1=O)c1cccnc1	-0.8	-0.2	0.2	-1.0	i	-2.9	16.9	31.2*	18.5
22	CCOC(=O)N1CCN(C(=O)c2ccc(N(Cc3ccccc3Cl)S(C)(=O)=O)cc2)CC1	-1.7	-1.4	19.0	1.8	-0.6	0.8	-0.4	7.3	2.5
23	O=C(CSc1ccc2nnc(-c3ccccn3)n2n1)N1CCN(c2ccccc2)CC1	-3.1	1.0	8.1	-0.8	-0.3	0.7	0.2	0.9	17.6
24	O=C(CCNC(=O)c1ccc(Cl)cc1)NCCCN1CCOCC1	.	-1.4	1.6	-3.6	-3.4	0.7	1.9	1.1	-2.2
25	CCC(C)Sc1nc2c(c(=O)[nH]c(=O)n2C)n1Cc1ccccc1Cl (stereo not drawn)	-0.2	0.3	-0.2	-2.4	-1.1	-0.5	0.2	-4.8	0.2
26	C/C(=N\NC(=O)c1cc(C)oc1C)c1ccc(C)c([N+](=O)[O-])c1	-3.5	0.0	-0.7	1.7	-1.3	-0.7	-1.6	7.4	5.9
27	COc1ccc2cc([C@H](C)C(=O)OCc3cn(CC(=O)c4ccc(O)cc4)nn3)ccc2c1	-6.9	1.1	-0.6	.	-0.4	-0.1	-0.4	18.5	0.1
28	CCN(CC)S(=O)(=O)c1ccc2c(c1)c(=O)c(C(=O)NCCN(C)CCc1ccccc1)cn2C	-3.4	0.8	18.3	1.6	-0.3	.	-1.0	4.4	1.5
29	COc1ccc(C(=O)C2CCCN(C(=O)c3ccnn3C)C2)cc1OC (stereo not drawn)	-0.6	-1.8	-1.0	-2.8	0.5	1.1	0.1	-1.7	2.6
30	O=c1[nH]nc(CNc2ccc(C(F)(F)F)cc2)c2ccccc12	-0.9	0.4	5.4	1.0	i	.	-0.8	11.7	-1.3

# The last 2 compounds of the part before lead into the next:
item	SMILES	FadD28 binding	PfHsp40 yeast	Yp Topo-I inh	UGM FP inh	BH1578 lux ind	TcdB inh	FBA Mtb inh	GDH-TPI counter	BioA inh
29	COc1ccc(C(=O)C2CCCN(C(=O)c3ccnn3C)C2)cc1OC (stereo not drawn)	-0.6	-1.8	-1.0	-2.8	0.5	1.1	0.1	-1.7	2.6
30	O=c1[nH]nc(CNc2ccc(C(F)(F)F)cc2)c2ccccc12	-0.9	0.4	5.4	1.0	i	.	-0.8	11.7	-1.3
31	NC(=O)c1cccc(-c2noc(-c3ccccc3F)n2)c1	-1.1	-0.9	8.9	0.2	-9.1	-0.8	-1.1	9.7	-1.0
32	CCCC(=O)Nc1cccc(-c2nc3ccccc3c(=O)o2)c1	-4.7	-0.5	2.1	3.4	-0.5	-1.6	0.4	0.6	.
33	Cn1c(=O)c2c(nc(NN=C3CCCCC3)n2C)n(C)c1=O	-1.9	1.1	-12.0	0.3	-0.2	-0.6	4.4	8.7	.
34	Cc1noc(C)c1COc1ccc(CC(=O)NC2CCCCCC2)cc1	0.3	-0.9	18.6	1.0	i	2.9	1.5	0.3	.
35	COc1cc(OC)cc(Oc2ccc(S(=O)(=O)N3CCCCC3)cc2[N+](=O)[O-])c1	-2.7	2.8	33.2	-1.9	-6.2	1.2	-2.7	1.1	-0.5
36	COc1ccc(/C=C/c2nc(N)nc(-c3ccccc3O)n2)cc1	-4.3	0.9	-8.2	0.1	-3.1	-0.1	-7.3	5.4	-1.3
37	CC(C)(C)c1ccc2c(c1)N(CC(=O)O)C(=O)CO2	-1.0	-0.9	6.0	2.8	-0.4	.	2.5	-12.0	.
38	COc1ccc(CCNc2nc(N3CCOCC3)nc(N3CCOCC3)n2)cc1OC	-1.2	-0.2	9.8	1.6	-5.9	.	-0.1	4.9	-2.1
39	Cc1cccc(C)c1NC(=O)CN(C)C(=O)CC1OC(=O)c2ccccc21 (stereo not drawn)	0.7	-0.4	0.5	-2.1	-0.7	0.9	2.1	-0.7	.
40	CC(=O)c1sc(Nc2ccccn2)nc1C	-3.1	0.6	4.2	-1.4	0.7	.	2.1	47.0*	-0.1
41	C=CCc1c(C)nc(SCC(N)=O)[nH]c1=O	-0.6	-0.1	-6.1	-1.1	i	1.9	1.7	-4.3	.
42	S=P(N1CCCCCC1)(N1CC1)N1CC1	.	-0.8	5.1	.	-5.6	-1.1	-0.4	-0.9	-0.7
43	CC(NC(=O)c1cccc(Cl)c1)C1CC2CCC1C2 (stereo not drawn)	0.6	-0.2	21.8	1.6	-1.0	0.6	1.1	-3.0	-0.7
44	COc1ccc(NS(=O)(=O)c2cc(NS(=O)(=O)c3cc(C(=O)O)ccc3OC)ccc2C)cc1	-2.3	0.0	1.2	.	0.6	8.5	-1.5	17.6	-6.4
45	O=C(Cc1ccccc1)N/N=C\c1ccc(Br)o1	-1.2	-0.5	0.4	.	-0.1	0.1	-3.2	0.3	.
46	O=C(CSc1nnc(-c2ccco2)n1Cc1ccccc1)NC(=O)NCc1ccco1	-2.9	0.4	16.9	3.6	-6.7	2.6	3.1	-4.9	12.6
47	COc1ccccc1-n1c(Cc2ccccc2)nc2ccccc2c1=O	-1.1	2.3	-0.7	-2.4	-0.3	3.4	0.5	-2.9	2.5
48	Cc1cccc(NC(=S)Nc2ccc(Oc3ccccc3)cc2)n1	-3.2	-1.8	9.4	2.2	-1.4	.	1.8	2.6	-1.4
49	Cc1ccc(O)c(C(=O)/C=C/c2ccc3c(c2)OCCCO3)c1	-3.8	-0.7	-1.7	-2.2	1.7	0.1	-1.6	9.4	.
50	COc1cc(C)c(Cl)cc1S(=O)(=O)NCc1ccco1	-4.7	-1.3	0.0	-0.8	1.0	.	-0.5	-5.6	1.1
51	O=C(CSc1nc2ccccc2c(=O)n1-c1ccc(F)cc1F)Nc1ccc2c(c1)CCC2	-4.2	0.8	24.5	-1.1	-0.3	1.8	-1.9	8.4	.
52	N#Cc1ccccc1CSCCNC(=O)Cc1c(F)cccc1Cl	-0.3	-2.7	3.7	-1.4	i	2.0	-2.9	-3.3	-0.5
53	Cn1nccc1C(=O)N1CCCC(C(=O)c2ccc(Oc3ccccc3)cc2)C1 (stereo not drawn)	-2.7	1.1	14.6	-2.2	-0.7	0.0	6.6	9.2	7.5
54	COc1ccc(-c2ccc(CN3C(C(C)C)C(=O)N(Cc4cn(CCC5OCCO5)nn4)CCS3(=O)=O)cc2)cc1OC (stereo not drawn)	-5.4	.	32.0	.	-0.4	1.3	0.3	-1.0	-0.8
55	Cc1ccc(-c2cc(C(=O)N/N=C/c3ccco3)[nH]n2)cc1	-7.2	-0.7	-3.1	1.4	0.1	.	-1.2	21.2	-3.5
56	CC(=O)c1ccc(NC(=O)N2CCc3ccccc3C2)cc1	-0.7	-0.6	5.9	0.5	-0.5	1.6	1.2	6.2	.
57	O=C(c1cc(COc2ccc(F)cc2Cl)on1)N1CCCC(c2ccccc2)C1 (stereo not drawn)	-0.7	1.9	14.6	2.3	-0.5	1.2	2.8	11.8	.
58	Cc1cccc(OCC(=O)NCCCNC(=O)c2ccc(C)nc2)c1	1.7	1.2	5.8	-0.5	0.8	0.7	0.7	4.4	1.0
59	Cc1ccc(NC(=O)COc2ccc(/C=C3/NC(=O)NC3=O)cc2)cc1	-3.0	0.4	34.8	0.4	-7.7	0.5	-2.7	24.1	-1.1
60	CN1C2C=C(N(CCc3c[nH]c4ccccc34)C(=O)c3ccc(Cl)cc3)CC1CC2 (stereo not drawn)	-2.0	1.1	-6.9	-2.0	-0.2	.	2.4	-4.1	2.6
61	CC(=O)c1cccc(NC(=O)COC(=O)CCC(=O)c2ccc(F)cc2)c1	1.4	0.5	-5.0	-1.0	2.9	-12.6	2.2	5.3	-0.3
62	COc1cc(NC(=O)c2cc(OC)c(OC)c(OC)c2)c(OC)cc1NC(=O)CN1CCCCC1	-1.2	1.2	2.6	4.2	0.7	.	1.4	4.5	1.5
63	CC(C)(Oc1ccc(Cl)cc1)C(=O)NCCN1C(=O)S/C(=C/c2cccnc2)C1=O	-3.2	-0.4	8.6	1.7	-0.3	.	-1.8	7.2	.
64	CCCNC(=O)c1c(N)n(Cc2ccc3c(c2)OCO3)c2nc3ccccc3nc12	-2.8	-0.4	9.5	-0.8	-6.2	.	0.4	5.1	0.0
65	COc1ccc(C2(C(=O)Nc3ccc(C)c(C)c3)CCOCC2)cc1	-3.1	-0.4	2.5	-0.7	1.0	2.5	5.5	-1.9	0.3

# Compound activity (PubChem BioAssay)
